# From PubChem BioAssay
# Keap1 Nrf2 FP: disrupts human Keap1 binding to Nrf2 peptide; Q14145; Keap1 Kelch-Nrf2 peptide fluorescence polarization, 1536-well; inhibition, % at 9.4 µM; 340,000 tested, 0.15% active; AID 504523; in the data active = inhibition above about 12%;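 note: human Keap1 Kelch domain with fluorescein labeled Nrf2 9mer peptide probe; 0% = neutral control wells and 100% = peptide positive control; higher means more block of Keap1 binding to Nrf2 peptide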
# RTF Ca sens act: cardiac RTF calcium sensitization; activation, % at 7.2 µM; 340,000 tested, 0.24% active; IANBD-labeled TnC RTF fluorescence at EC20 calcium; 0% EC20 calcium, 100% full calcium; P19429+P45379;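 active = activation above the mean over all tested compounds plus 3 SD, cut at about 30% in these data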;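 note: rise in fluorescence read as greater calcium sensitivity of cardiac thin filaments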
# C-LANA FP: inhibitors of KSHV LANA C-terminal domain DNA binding | MBP-C-LANA/FAM-LBS DNA binding, fluorescence polarization | inhibition, % at 9 µM | 340,000 tested, 0.078% active | AID 504423;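 active = highest replicate inhibition at or above 60% at 9 µM, even if other replicates fall short; inactive = all replicates below 60% inhibition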;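 note: 0% = neutral control wells and 100% = 4 µM acridine orange control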
# PKA-R2B activ: activates the human PKA-R2B holoenzyme complex | 340,000 tested, 0.079% active | PKA-R2B holoenzyme dissociation, Cy5-IP20 fluorescence polarization; R2B truncated from residue 108, S112A mutant; 0% DMSO only, 100% 113 µM cGMP | activation, % at 11.4 µM | AID 504700 | P22694+P31323;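 active = activation above a cutoff set at the mean over all compounds plus 3 SD, cut at about 18% in these data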;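 note: higher means more holoenzyme dissociation and a rise in polarization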
# Target sequence (P31323 whole entry, looked up, other chains not shown, the tested form may be a part): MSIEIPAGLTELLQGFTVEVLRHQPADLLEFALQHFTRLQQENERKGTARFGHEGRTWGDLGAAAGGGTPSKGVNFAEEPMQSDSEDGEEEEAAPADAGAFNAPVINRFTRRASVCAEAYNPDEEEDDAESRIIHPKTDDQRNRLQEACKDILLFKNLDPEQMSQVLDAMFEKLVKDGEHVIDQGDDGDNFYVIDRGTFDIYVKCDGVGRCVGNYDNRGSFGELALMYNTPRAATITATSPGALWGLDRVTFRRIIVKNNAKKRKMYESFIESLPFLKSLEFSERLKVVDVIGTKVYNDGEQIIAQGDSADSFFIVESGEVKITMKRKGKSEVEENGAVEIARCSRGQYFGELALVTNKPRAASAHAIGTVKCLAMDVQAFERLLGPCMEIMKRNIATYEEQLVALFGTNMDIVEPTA
# Rtt109 HAT inh: blocks Candida albicans Rtt109/Vps75 acetyltransferase activity; purified Rtt109/Vps75, ThioGlo CoA-SH fluorescence, 4 h; inhibition, % at 34.9 µM; 330,000 tested, 0.16% active; AID 540336;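 active = inhibition of at least 50% in every replicate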
# SR-BI uptake up: enhances SR-BI lipid uptake from DiI-HDL; CHO ldlA[mSR-BI] cells, DiI-HDL uptake fluorescence, 3 h; 100 = double the neutral-control signal; activation, % at 12.5 µM; 320,000 tested, 0.096% active;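 active = mean replicate activation of at least 60% and every replicate at or above 60%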;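 note: 0% = median plate neutral-control signal and 100% = twice that signal; values of inactives mirror those of a sister screen read the other way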
#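 Test system: SR-BI-overexpressing, LDLR-lacking CHO cells. Measured by: DiI fluorescence, bottom read. Medium: Ham's F12 with 0.5% BSA, HEPES 25 mM, pH 7.4. Timing: 3 h uptake period with compound, 37 °C.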
# CAL PDZ FP-1: inhibitors of human CAL PDZ peptide binding; 300,000 tested, 0.92% active; purified CAL PDZ, TMR-peptide fluorescence polarization, 1 h; inhibition, % at 24.9 µM; Q9HD26; AID 602252;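 active = mean inhibition of at least 30% with at least half of replicates also reaching 30%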;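 note: 0% = DMSO neutral control and 100% = excess unlabeled competitor peptide PRC23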
# Cardiac RTF inh: cardiac RTF calcium desensitization; 340,000 tested, 0.12% active; IANBD-labeled cardiac RTF, Ca2+ fluorescence; P19429+P45379; inhibition, % at 7.15 µM;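 active = inhibition above the mean inhibition of all tested compounds plus 3 SD, cut at about 17% in these data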;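 note: assay run at fixed EC70 calcium of 1.6 mM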
# CAL PDZ FP-2: inhibitors of human CAL PDZ peptide binding | AID 504414 | Q9HD26 | inhibition, % at 20 µM | purified CAL PDZ, TMR-peptide fluorescence polarization, 1 h | 330,000 tested, 0.02% active;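 active = highest replicate inhibition of at least 40%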;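 note: plate controls were DMSO neutral control wells for no effect and unlabeled competitor peptide control wells for full effect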
#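 material = purified tagged CAL PDZ domain construct (CerCALP) | buffer or medium = sodium phosphate/NaCl buffer pH 7.4 with TCEP, IgG, Thesit | reagent = TMR-labelled reporter peptide T*-PRC34 bound in PDZ groove | incubation = 1 h room-temperature incubation prior to read | measured by = fluorescence polarization (mP) | evaluation = percent inhibition from loss of millipolarization | control set = unlabelled peptide and DMSO controls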
# DAGLB inhibitor: blocks human DAGLB lipase activity. Q8NCG7. HEK293T DAGLB membrane lysate, EnzChek fluorogenic substrate. inhibition, % at 5.17 µM. 340,000 tested, 0.059% active; in the data active = inhibition above about 34%;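 note: 0% = enzyme with vehicle and 100% = wells lacking enzyme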
# Target sequence (Q8NCG7 whole entry, looked up): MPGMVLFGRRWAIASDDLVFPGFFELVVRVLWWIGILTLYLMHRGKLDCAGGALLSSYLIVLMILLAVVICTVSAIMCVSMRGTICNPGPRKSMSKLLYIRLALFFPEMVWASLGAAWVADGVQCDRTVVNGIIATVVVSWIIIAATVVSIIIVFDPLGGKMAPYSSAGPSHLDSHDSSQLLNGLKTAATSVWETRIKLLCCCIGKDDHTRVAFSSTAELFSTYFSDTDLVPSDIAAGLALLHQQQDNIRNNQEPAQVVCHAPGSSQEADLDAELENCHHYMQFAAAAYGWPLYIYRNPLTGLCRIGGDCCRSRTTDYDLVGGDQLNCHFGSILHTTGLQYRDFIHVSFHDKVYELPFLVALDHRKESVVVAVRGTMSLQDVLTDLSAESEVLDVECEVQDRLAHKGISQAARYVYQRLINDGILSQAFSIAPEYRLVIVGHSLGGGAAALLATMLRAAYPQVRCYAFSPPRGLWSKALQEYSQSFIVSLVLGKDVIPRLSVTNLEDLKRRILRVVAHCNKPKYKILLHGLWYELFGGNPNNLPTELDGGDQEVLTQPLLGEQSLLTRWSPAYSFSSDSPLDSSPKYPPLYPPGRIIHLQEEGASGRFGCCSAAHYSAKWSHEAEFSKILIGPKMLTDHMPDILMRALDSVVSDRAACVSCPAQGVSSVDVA
# Active calls of the source: *; / = not tested or not shown.
SMILES,Keap1 Nrf2 FP,RTF Ca sens act,C-LANA FP,PKA-R2B activ,Rtt109 HAT inh,SR-BI uptake up,CAL PDZ FP-1,Cardiac RTF inh,CAL PDZ FP-2,DAGLB inhibitor
c1ccc(-n2cc(CN3CCC(N4CCOCC4)CC3)c(-c3ccc4c(c3)OCO4)n2)cc1,-6,-1,-1.1,-5,-1,13,-3,-5,-1.5,-1
c1coc(C2Nc3ccccc3-c3nc4ccccc4n32)c1 (centres undefined),0,-2,1.7,2,-15,-39,-6,-8,-1.7,-8
CC1CCCCN1C(=O)Cn1cc(C#N)c2ccccc21 (centres undefined),-5,4,2.5,2,4,-6,-2,-13,/,0
CCN(CC)S(=O)(=O)c1cccc(NC(=O)COC(=O)c2cncc(Br)c2)c1,-4,-2,9.3,-5,-2,-3,-2,-7,-1.0,-1
CC1CCN(c2ccc(C(=O)N3CCOCC3)cc2[N+](=O)[O-])CC1,-6,1,-0.3,3,0,-1,0,-18,-0.1,5
O=C(CSc1nnc(CNC(=O)c2ccccc2)o1)NCCc1ccccc1,-1,2,-1.2,-4,-9,6,-2,-7,-0.1,-1
Fc1cccc2sc(N3CCOCC3)nc12,-8,5,0.4,-3,7,-16,-1,-22,-2.8,-4
CC1CCCC(NC(=O)CCS(=O)(=O)c2ccc3c(c2)NC(=O)CS3)C1C (centres undefined),-1,8,-1.3,-1,0,19,-6,-6,-4.7,0
COc1cccc(C2/C(=C(/O)c3ccc4c(c3)CC(C)O4)C(=O)C(=O)N2CCCn2ccnc2)c1 (centres undefined),7,0,0.9,-9,15,-3,3,-1,-0.5,1
CCOc1cc(C)c(C(C)C)cc1S(=O)(=O)NCc1ccccn1,-2,-7,0.7,4,4,11,/,1,-0.1,-1
N#Cc1ccc(-c2nc3ccc(Br)cc3c(=O)n2O)cc1,4,0,1.8,-3,-7,13,-4,1,-0.3,1
O=C(CN1C(=O)COc2ccc(Cl)cc21)N1CCOCC1,-3,-3,1.0,11,1,4,/,0,-0.1,4
Cc1cc(C(=O)Nc2ccccn2)cs1,-5,1,1.9,1,3,8,0,6,-0.4,-1
CC(C)(C)OC(=O)NCCCCCNC(=O)c1nc[nH]c1C(=O)NCCCCCNC(=O)OC(C)(C)C,-1,-1,-3.1,-2,20,-19,-1,1,-0.4,-2
CCCn1c(O)c(N=NC(=O)c2cccnc2)c2cc(Br)ccc21,-7,11,-0.8,-2,-7,-23,-3,-20,-1.9,-1
CCOc1ccc(C(C)C)cc1S(=O)(=O)N1CCN(C(=O)c2ccco2)CC1,-2,6,1.4,-7,-1,12,-7,-8,-0.8,-1
O=C(CCNS(=O)(=O)c1cccc2nsnc12)NCCC1=CCCCC1,-1,0,2.7,-17,-4,/,-2,-1,-0.2,1
Cc1ccccc1-n1nc2c(c1NC(=O)c1ccc(S(=O)(=O)N(C)C)cc1)CSC2,-7,3,1.4,2,46,2,-4,-6,-2.5,3
CC(NC(=O)c1ccco1)c1nc(-c2ccc(C(C)(C)C)cc2)no1 (centres undefined),2,0,-0.8,6,-8,14,-7,-18,-2.7,-4
CN(c1ccccc1)S(=O)(=O)c1ccc(Cl)c(C(=O)Nc2ccc(-c3nc4ccccc4[nH]3)cc2)c1,-8,8,-0.2,6,14,-29,0,-3,-0.5,2
COc1ccc(OC)c(-c2csc(NC(=O)C3=NNC(=O)CC3)n2)c1,-4,4,0.8,-2,4,-74,-4,-11,-0.6,1
CCN(CC)CCCn1c(=S)[nH]c2cc(C(=O)OC)ccc2c1=O,0,-5,-2.0,-5,-35,-13,-1,-3,-1.6,2
COc1ccccc1CC(=O)Nc1cc(OC)c(NC(=O)c2ccccc2)cc1OC,-5,-8,1.5,8,-4,-74,2,-2,0.7,0
COC(=O)c1cc2nc(-c3ccccc3)cc(C(F)(F)F)n2n1,3,0,0.6,-2,-14,-19,-1,-3,-2.7,0
COc1ccc(CN2C(=O)c3ccccc3C2C(=O)NC2CCCC(C)C2C)c(OC)c1 (centres undefined),4,-2,-0.7,-14,23,/,0,-1,-1.5,5
O=C(Nc1ccc(F)cc1)C1C2CCC3C(CCC21)C3(Cl)Cl (centres undefined),-2,/,-2.2,/,14,-41,/,/,-1.5,/
CCOc1ccc(C(=O)N2CCCC2)cc1,-5,7,0.3,-7,0,0,0,-13,1.4,5
O=C(CN1C(=O)/C(=C/c2cccc(Br)c2)SC1=S)NCCCN1CCOCC1,-6,7,1.6,-1,19,-2,13,-8,0.2,3
CC(C)OCCCNC(=O)CCCC(=O)Nc1ccc(OCCc2ccccc2)cc1,-4,-5,0.5,4,-6,-36,-3,-5,-3.1,0
O=C(c1ccccc1)c1nnc(-c2ccccc2F)o1,3,1,-2.0,3,-9,40,-2,9,-0.8,-7
O=C(COC(=O)c1cc(Cl)nc(Cl)c1)NC1CCCCCC1,8,1,3.9,-4,2,15,2,-12,-0.5,-3
Cc1nn(Cc2ccc(F)cc2)c(C)c1NC(=O)c1noc2c1CCCCC2,-8,6,1.3,-11,7,-9,/,-4,-0.8,-2
COc1cc(CN2CCC(N3CCC(C(=O)N4CCCC4)CC3)CC2)cc2c1OCO2,-2,7,0.0,1,3,4,-1,-7,-2.8,-1
O=C(O)c1cnn2c(C(F)F)cc(C3CC3)nc12,1,-2,2.5,5,-2,25,-5,4,-0.8,-1
CCOC(=O)c1cccc(-c2c(-c3ccccc3)ncc3cc(OC)c(OC)cc23)c1,1,1,-0.8,15,0,-28,0,2,-1.9,-10
COc1ccc(N2C(=O)CC(Sc3nc4c(cc3C#N)CCC4)C2=O)cc1 (centres undefined),-3,-6,0.5,-3,3,11,-3,-7,-0.3,1
COCCCNC(=O)CC(NS(=O)(=O)c1ccc(Cl)cc1)c1ccco1 (centres undefined),-5,4,-0.5,-15,-1,16,-4,-10,/,0
NC(=O)C1CCN(C(=O)c2cnn(-c3ccccc3)c2NC(=O)c2cccc(F)c2)CC1,-2,1,-0.6,6,-10,/,2,-25,-0.2,-2
C[C@@H]1C(=O)O[C@H]2C[C@@]34[C@H]5C[C@@H](C(C)(C)C)[C@]36[C@@H](OC(=O)[C@@H]6O)O[C@@]4(C(=O)O5)[C@]21O,-6,7,-0.1,-12,-5,11,-1,-16,-0.7,-1
O=C1c2ccccc2C(=O)N1CCCc1nc2ccccc2c(=O)n1CCCn1ccnc1,5,0,-0.3,9,3,19,/,-4,-0.5,2

# Whole records from above:
# Results for CCOC(=O)c1cccc(-c2c(-c3ccccc3)ncc3cc(OC)c(OC)cc23)c1 : Keap1 Nrf2 FP: 1; RTF Ca sens act: 1; C-LANA FP: -0.8; PKA-R2B activ: 15; Rtt109 HAT inh: 0; SR-BI uptake up: -28; CAL PDZ FP-1: 0; Cardiac RTF inh: 2; CAL PDZ FP-2: -1.9; DAGLB inhibitor: -10
# Results for O=C(c1ccccc1)c1nnc(-c2ccccc2F)o1 : Keap1 Nrf2 FP: 3; RTF Ca sens act: 1; C-LANA FP: -2.0; PKA-R2B activ: 3; Rtt109 HAT inh: -9; SR-BI uptake up: 40; CAL PDZ FP-1: -2; Cardiac RTF inh: 9; CAL PDZ FP-2: -0.8; DAGLB inhibitor: -7

# Additional compounds.
SMILES,Keap1 Nrf2 FP,RTF Ca sens act,C-LANA FP,PKA-R2B activ,Rtt109 HAT inh,SR-BI uptake up,CAL PDZ FP-1,Cardiac RTF inh,CAL PDZ FP-2,DAGLB inhibitor
CN1CCN(NC(=S)Nc2ccccc2)CC1,-5,/,0.0,/,0,0,6,/,-0.6,/
Cc1ccc(NC(=O)C2CC(=O)OC23CCOC(C)(C)C3)cc1 (centres undefined),-1,1,1.4,2,-9,27,5,-1,-2.8,-1
CC(=O)c1cccc(NC(=O)C2CCCC2)c1,-2,0,-1.0,0,-1,0,-5,-2,-1.4,-1
COCCN(C(=O)COC(=O)C1COc2ccccc2O1)c1c(N)n(Cc2ccccc2)c(=O)[nH]c1=O (centres undefined),-3,0,0.0,2,3,22,/,-4,0.2,1
CCOc1ccc(-c2nn(-c3ccccc3)cc2/C=C2\SC(=S)N(C3CCS(=O)(=O)C3)C2=O)cc1 (centres undefined),-4,3,16,0,-7,-5,-4,-6,0.2,-3
O=C(Cc1ccccc1)Nn1c(O)c(/C=C2\C=Nc3ccccc32)sc1=S,4,58*,0.6,-9,2,-6,-4,-76,-0.6,-10
Cc1cccc(Nc2cc(=O)n(C)c(=O)[nH]2)c1,-1,-4,-0.2,7,0,20,-4,-8,-0.2,-4
CCN(C(=O)COC(=O)c1cc(C)n(-c2ccc(F)cc2)c1C)C1CCS(=O)(=O)C1 (centres undefined),-8,-1,0.0,1,-7,-2,2,-7,-0.1,-2
Nc1nc2ccc(N3CCOCC3)cc2s1,-2,0,-0.2,-14,-2,9,-3,0,-0.5,0
COC(=O)Cn1nc(-c2ccccc2)c2ccccc2c1=O,-5,-2,-0.5,-4,/,-8,0,0,-2.5,0
CCOc1ccccc1Nc1cc(C)nc2nc(C)nn12,2,-5,-2.8,-3,-8,-20,-7,-3,-0.3,0
Cc1ccc2oc(C(=O)N3CCN(C)C[C@@H]3C(C)C)c(C)c2c1,-4,4,2.9,0,5,-1,-3,2,0.0,-1
Cc1csc(SCC(=O)Nc2ccccc2C)n1,-2,0,0.1,-7,0,23,6,-11,-0.8,-5
O=C(CSc1nnc(Cc2cccs2)n1Cc1ccco1)Nc1ccc(Cl)cc1Cl,2,1,-0.3,1,7,-9,0,-6,-1.6,-3
CNC(=O)CSc1ncnc2c1cnn2-c1ccccc1,-5,-1,-0.2,11,1,1,-3,0,-0.1,-1
Cc1c2ccccc2nc2c(F)c(NC(C)C)c(F)c(F)c12,-1,17,8.3,9,8,26,1,-31,0.9,6
COCc1[nH][nH]c(=O)c1C=Nc1ccc(OC(F)(F)F)cc1,1,-3,0.7,2,0,5,4,-16,-0.9,1
Fc1ccc(Nc2nc(N3CCOCC3)nc(N3CCOCC3)n2)cc1Cl,-3,0,0.0,0,-6,-53,3,-8,-0.8,0
Cc1oc(/C=N/NC(=O)CN(c2ccccc2Cl)S(C)(=O)=O)cc1Br,-7,3,-0.7,-14,4,-6,0,2,-0.8,0
Cc1ccc(C(O)c2ccncc2)cc1 (centres undefined),-3,4,0.5,-8,2,31,-6,1,-0.4,0
O=C(NCc1cccc(Cl)c1)C1CCCN(c2ncnc3c2nc2n3CCCCC2)C1 (centres undefined),3,-2,-0.3,5,-1,-18,2,-4,-1.2,-5
CCc1ccc(N2CC(C(=O)Nc3cccnc3)CC2=O)cc1 (centres undefined),-4,-2,-1.3,6,3,14,-3,-7,-2.2,1
